Source: PubChem
TRPML3 agonist – human mucolipin-3 channel agonism; 220,000 compounds, 0.29% hits; activation, % at 3 µM; HEK293 TRPML3-YFP, Fluo-8 calcium fluorescence; 100% = the carbachol control signal; AID 1448; Q8TDD5;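 active = activation above its plate's cutoff, the mean activation of the plate's test wells plus 3 SD, cut at about 12% in these data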;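 also: 0% = DMSO only wells and 100% = carbachol wells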
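Test system: TRPML3-YFP stable HEK293 cells. Doses: single point at 3 µM. Incubation: dye loading 1 h 37 °C then 30 min ambient, 125 s read. Signal: Fluo-8 calcium dye fluorescence, ex 470-495, em 515-575 nm. Measure: percent activation from peak-to-basal fluorescence ratio, scaled between DMSO and carbachol.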
Cl transport mod – modulates chloride dependent transport by human KCC2; KCC2 cells, thallium flux FluoZin-2 fluorescence; B-score of Tl+ flux slope (higher = more flux/activation; lower = inhibition) at 10 µM; 190,000 compounds, 2.2% hits;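 active = thallium flux slope and its plate-corrected score both differing from the plate sample mean at a set confidence after two filtering rounds, in either direction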;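 also: slope of fluorescence scaled to starting intensity during 10 to 20 s after thallium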
Target sequence (Q9H2X9 whole entry, looked up): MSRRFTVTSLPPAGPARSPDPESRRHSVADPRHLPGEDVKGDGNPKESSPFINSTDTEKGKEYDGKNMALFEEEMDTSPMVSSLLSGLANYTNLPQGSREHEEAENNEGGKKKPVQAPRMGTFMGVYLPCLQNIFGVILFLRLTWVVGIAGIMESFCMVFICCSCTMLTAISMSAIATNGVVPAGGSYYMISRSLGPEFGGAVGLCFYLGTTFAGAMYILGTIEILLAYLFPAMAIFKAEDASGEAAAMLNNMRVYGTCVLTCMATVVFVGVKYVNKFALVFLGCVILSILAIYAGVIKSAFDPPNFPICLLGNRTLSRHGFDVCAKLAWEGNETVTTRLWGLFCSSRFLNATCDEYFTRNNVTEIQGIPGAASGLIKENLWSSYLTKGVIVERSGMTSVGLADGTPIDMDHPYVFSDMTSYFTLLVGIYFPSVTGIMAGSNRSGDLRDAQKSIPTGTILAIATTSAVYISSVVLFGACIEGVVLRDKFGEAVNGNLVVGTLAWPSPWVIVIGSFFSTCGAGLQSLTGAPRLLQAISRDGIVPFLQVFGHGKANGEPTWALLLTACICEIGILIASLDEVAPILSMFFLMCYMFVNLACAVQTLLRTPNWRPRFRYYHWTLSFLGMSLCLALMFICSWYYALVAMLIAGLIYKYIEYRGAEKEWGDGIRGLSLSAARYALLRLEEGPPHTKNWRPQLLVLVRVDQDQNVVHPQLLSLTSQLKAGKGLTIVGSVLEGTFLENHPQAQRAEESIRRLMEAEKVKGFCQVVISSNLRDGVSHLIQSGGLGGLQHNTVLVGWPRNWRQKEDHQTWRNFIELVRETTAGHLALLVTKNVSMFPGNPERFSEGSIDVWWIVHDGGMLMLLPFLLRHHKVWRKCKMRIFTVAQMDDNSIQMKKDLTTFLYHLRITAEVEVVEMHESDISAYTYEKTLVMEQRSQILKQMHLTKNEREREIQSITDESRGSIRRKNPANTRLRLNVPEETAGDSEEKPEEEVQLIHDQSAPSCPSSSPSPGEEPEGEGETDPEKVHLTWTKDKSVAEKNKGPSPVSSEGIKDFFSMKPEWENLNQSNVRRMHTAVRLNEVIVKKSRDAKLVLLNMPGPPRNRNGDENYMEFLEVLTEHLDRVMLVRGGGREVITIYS
EBV gp42 block – blocks Epstein-Barr virus glycoprotein 42 binding; Fluorescence polarization binding assay, mP read-out; inhibition, % (tested at 21.74 µM); 220,000 compounds, 0.42% hits; AID 1085; in the data active = inhibition above about 50%
PPC-1+TRAIL kill – kills PPC-1 cancer cells in the presence of TRAIL; PPC-1 cells + TRAIL, ATPLite viability luminescence; cell killing (% activity), % at 4 µM; 220,000 compounds, 0.41% hits;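 active = cell killing above 50% in the first pass at 4 µM, then a duplicate retest at 5 µM averaging 50% or more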;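 also: plate controls were cells with TRAIL plus DMSO for no effect and medium-only wells lacking cells for full effect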
Furin inh – blocks human furin protease activity; P09958; purified furin, fluorogenic substrate cleavage; inhibition, % at 30 µM; 220,000 compounds, 0.061% hits; in the data active = inhibition above about 25%; also: inactives centre near -15
TRPN1 ag – agonists of zebrafish TRPN1 channel | activation, % at 3 µM | AID 1424 | 220,000 compounds, 0.18% hits | HEK293 zebrafish TRPN1-YFP, Fluo-8 calcium fluorescence; 100% = response to 87 µM carbachol;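 active = activation above its plate's cutoff, the mean activation of test wells on that plate plus 3 SD, cut at about 19% in these data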;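 also: 0% = DMSO alone and 100% = 87 µM carbachol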
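Assay system: Zebrafish TRPN1-YFP in HEK293 cells | Incubation: Dye loading 1 h at 37 °C, then 30 min room temperature | Measured by: Kinetic Fluo-8 fluorescence, ex 470-495, em 515-575 nm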
thrombin 1536 – blocks human thrombin protease activity; P00734; alpha-thrombin, Boc-VPR-AMC fluorogenic substrate cleavage; inhibition, % at 5 µM; 220,000 compounds, 0.26% hits;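 active = inhibition at or above 40%; inactive = inhibition below 40%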;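 also: 0% = enzyme with no compound and 100% = wells without enzyme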
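Assay system: human alpha-thrombin enzyme. Reagent: Boc-VPR-AMC substrate, 15 µM final. Compound dosing: one concentration per compound, 5 µM, with 0.2% DMSO. Incubation: room-temperature reaction. Technique: AMC fluorescence, 355/460 nm. Measure: % inhibition relative to enzyme controls and enzyme-free blanks.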
TbHK1 inh – T. brucei hexokinase 1 inhibition. recombinant TbHK1, G6PDH-coupled NADH A340. inhibition, % at 10 µM. 220,000 compounds, 0.11% hits;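 active = inhibition of 50% or more in the single-dose primary screen; inactive = inhibition below 50%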
m-calpain inh – blocks pig calpain II enzyme activity; purified calpain II, fluorogenic peptide substrate, 30 min; inhibition, % at 16 µM; 220,000 compounds, 0.37% hits; AID 1236;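 active = inhibition above about 50%, limit read from the data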
An asterisk follows results filed as active; [ ] = another dose, or the depositor's remark.

What do the screens show for `CC(=O)NC(Cc1ccccc1)C(=O)OCC(=O)c1ccccc1` (centres undefined)?
TRPML3 agonist: 0.5; Cl transport mod: -1.45; EBV gp42 block: -8.2; PPC-1+TRAIL kill: 0.2; Furin inh: -29.1; TRPN1 ag: 1.6; thrombin 1536: -0.9; TbHK1 inh: -4.6; m-calpain inh: -8.6

What do the screens show for `CCOc1ccc(CC(=O)NCc2ccc3c(c2)cc(C)n3C)cc1`?
TRPML3 agonist: -0.3; Cl transport mod: 0.378; EBV gp42 block: -10.6; PPC-1+TRAIL kill: -3.7; Furin inh: -10.7; TRPN1 ag: -1.6; thrombin 1536: -1.0; TbHK1 inh: -7.9; m-calpain inh: 21.8

What do the screens show for `COc1ccc(/C=N/NC(=O)c2ccc(N(C)S(=O)(=O)c3ccccc3)cc2)cc1`?
TRPML3 agonist: 0.4; Cl transport mod: -0.504; EBV gp42 block: -6.9; PPC-1+TRAIL kill: 0.3; Furin inh: -18.3; TRPN1 ag: 1.0; thrombin 1536: -0.7; TbHK1 inh: -1.6; m-calpain inh: -41.2

How did Cn1c(=O)n(CC(=O)Nc2cccnc2)c2ccccc21 do in these assays?
TRPML3 agonist: 0.0; Cl transport mod: 0.695; Furin inh: -4.7[20 µM]; TRPN1 ag: -0.8; TbHK1 inh: 3.5

How did CCN1CCN(C(=O)Nc2ccc(Cc3ccc(NC(=O)N4CCN(CC)CC4)cc3)cc2)CC1 do in these assays?
TRPML3 agonist: -0.3; Cl transport mod: 0.377; EBV gp42 block: -9.7; PPC-1+TRAIL kill: 17.5; Furin inh: -17.8; TRPN1 ag: 0.1; thrombin 1536: 3.5; TbHK1 inh: 4.5; m-calpain inh: -25.1

What do the screens show for `COCCN1C(=O)CC(NNC(=O)c2ccc(S(=O)(=O)N3CCCC3)cc2)C1=O` (centres undefined)?
TRPML3 agonist: 0.3; Cl transport mod: 0.472; EBV gp42 block: -12.1; PPC-1+TRAIL kill: 20.6; Furin inh: -20.1; TRPN1 ag: -0.5; thrombin 1536: 1.0; TbHK1 inh: -0.8; m-calpain inh: -5.1

Results for Cc1ccccc1-c1ccc(/C=C2/SC(N3CCOCC3)=NC2=O)o1 ?
TRPML3 agonist: -1.5; Cl transport mod: -0.243; EBV gp42 block: 37.3; PPC-1+TRAIL kill: -12.6; Furin inh: -2.3; TRPN1 ag: -3.8; thrombin 1536: -12.2; TbHK1 inh: -7.6; m-calpain inh: 4.4

How did CC(C)CCC(O)(CCC(C)C)C(=O)NNc1ccccc1 do in these assays?
TRPML3 agonist: 0.5; Cl transport mod: 0.18; EBV gp42 block: -3.5; PPC-1+TRAIL kill: 11.4; Furin inh: -19.5; TRPN1 ag: -2.1; thrombin 1536: -0.1; TbHK1 inh: 2.7; m-calpain inh: 6.4

How did O=C(Nc1nc2ccc([N+](=O)[O-])cc2s1)c1ccco1 do in these assays?
TRPML3 agonist: 1.0; Cl transport mod: 0.537; EBV gp42 block: -4.3; PPC-1+TRAIL kill: 26.0[5 µM]; Furin inh: -29.1; TRPN1 ag: 2.4; thrombin 1536: -16.2; TbHK1 inh: -14.6; m-calpain inh: -58.0

What do the screens show for `CC(=O)Nc1ccc(S(=O)(=O)Nc2nc3n(n2)C(c2ccccc2)CC(=O)N3)cc1` (centres undefined)?
TRPML3 agonist: 0.1; Cl transport mod: 1.24; EBV gp42 block: -5.7; PPC-1+TRAIL kill: 9.3; Furin inh: -4.9[20 µM]; TRPN1 ag: 0.6; thrombin 1536: -8.1; TbHK1 inh: 1.9; m-calpain inh: -34.4

How did CCn1c(N2CCN(C(=S)Nc3ccc(OC)cc3)CC2)nc2ccccc21 do in these assays?
TRPML3 agonist: 1.2; Cl transport mod: -1.7; EBV gp42 block: -9.1; PPC-1+TRAIL kill: 9.9; Furin inh: -13.9; TRPN1 ag: 2.1; thrombin 1536: -1.1; TbHK1 inh: 3.4; m-calpain inh: 15.1

What do the screens show for `CC(C)Oc1ccc(/C(O)=C2/C(=O)C(=O)N(CCN3CCOCC3)C2c2ccccc2)cc1` (centres undefined)?
TRPML3 agonist: -0.1; Cl transport mod: 0.0346; EBV gp42 block: -11.4; PPC-1+TRAIL kill: 6.3; Furin inh: 0.1[20 µM]; TRPN1 ag: -0.3; thrombin 1536: -7.9; TbHK1 inh: -24.8; m-calpain inh: 17.8

How did Cc1cc2cc(CCNC(=O)c3cccc([N+](=O)[O-])c3)c(=O)[nH]c2cc1C do in these assays?
TRPML3 agonist: -0.1; Cl transport mod: -0.886; EBV gp42 block: 1.9; PPC-1+TRAIL kill: 26.2; Furin inh: 21.3; TRPN1 ag: -1.5; thrombin 1536: -7.0; TbHK1 inh: -4.7; m-calpain inh: 7.5

What do the screens show for `O=C1NN(c2cccc(Br)c2)C(=O)/C1=C/c1ccc(-c2cc([N+](=O)[O-])ccc2O)o1`?
TRPML3 agonist: 1.0; Cl transport mod: -0.981; EBV gp42 block: 100.8*; PPC-1+TRAIL kill: -2.3; Furin inh: -6.3; TRPN1 ag: 1.6; thrombin 1536: -2.1; TbHK1 inh: 11.7; m-calpain inh: 1.8

How did COc1ccccc1/C=C/C=N/n1c(-c2ccc(Cl)cc2)n[nH]c1=S do in these assays?
TRPML3 agonist: -0.2; Cl transport mod: 13.1*; EBV gp42 block: -3.4; PPC-1+TRAIL kill: 0.1; Furin inh: -25.4; TRPN1 ag: -1.1; thrombin 1536: -2.3; TbHK1 inh: -27.1; m-calpain inh: 13.1

Results for Cc1ccc2nc(SCc3nnc(-c4ccccc4[N+](=O)[O-])o3)c(C#N)cc2c1 ?
TRPML3 agonist: 0.8; Cl transport mod: 0.799; EBV gp42 block: -20.4; PPC-1+TRAIL kill: 36.3; Furin inh: -0.8[20 µM]; TRPN1 ag: -0.1; thrombin 1536: -1.2; TbHK1 inh: -1.5; m-calpain inh: 2.8

What do the screens show for `CC(=O)Nc1cccc(-n2nnc(SCC(=O)Nc3ccccc3)n2)c1`?
TRPML3 agonist: 0.4; Cl transport mod: 0.638; EBV gp42 block: -4.4; PPC-1+TRAIL kill: -6.3; Furin inh: -20.0; TRPN1 ag: -0.3; thrombin 1536: -5.9; TbHK1 inh: -8.4; m-calpain inh: -4.8

How did Cc1ccc(-c2ccc([C@H]3[C@H]4C=CC[C@@H](C)[C@@H]4C(=O)N3Cc3ccccc3)c(F)c2)cc1 do in these assays?
Cl transport mod: -0.601; EBV gp42 block: -15.9; PPC-1+TRAIL kill: 7.7; Furin inh: -10.2; thrombin 1536: -2.5; TbHK1 inh: 6.6; m-calpain inh: 10.9

How did O=c1c2sccc2n(Cc2cccc(F)c2)c(=O)n1-c1ccc(F)cc1 do in these assays?
TRPML3 agonist: 1.0; Cl transport mod: -0.0549; EBV gp42 block: 9.0; PPC-1+TRAIL kill: 11.0; Furin inh: -18.2; TRPN1 ag: -0.4; thrombin 1536: -7.8; TbHK1 inh: -0.4; m-calpain inh: -8.0

What do the screens show for `CCCc1c(C)c2cc(C)ccc2[nH]c1=O`?
TRPML3 agonist: -0.6; Cl transport mod: -0.506; EBV gp42 block: -4.3; PPC-1+TRAIL kill: -18.8; Furin inh: -22.0; TRPN1 ag: -1.9; thrombin 1536: 4.0; TbHK1 inh: -10.0; m-calpain inh: -12.1

What do the screens show for `O=C(COC(=O)C1CCN(S(=O)(=O)c2ccccc2C(F)(F)F)CC1)NCc1ccc(F)cc1`?
TRPML3 agonist: 0.3; Cl transport mod: 1.05; EBV gp42 block: 0.1; PPC-1+TRAIL kill: 14.3; Furin inh: -10.2; TRPN1 ag: -0.2; thrombin 1536: -2.4; TbHK1 inh: 1.8; m-calpain inh: -1.6

Results for CCOC(=O)CSc1ncccn1 ?
TRPML3 agonist: 1.2; Cl transport mod: 1.33; EBV gp42 block: 0.0; PPC-1+TRAIL kill: -16.1; Furin inh: -28.6; TRPN1 ag: 0.5; thrombin 1536: -2.6; TbHK1 inh: -2.3; m-calpain inh: -22.8

What do the screens show for `Cc1ccc(S(=O)(=O)NC(=O)COc2ccccc2C(N)=O)cc1`?
TRPML3 agonist: 0.2; EBV gp42 block: -14.2; PPC-1+TRAIL kill: 17.9; Furin inh: -15.4[20 µM]; TRPN1 ag: -0.3; thrombin 1536: -8.1; TbHK1 inh: -0.7; m-calpain inh: 4.5

How did O=C(Nc1ccc(F)cc1)C1CCCO1 (centres undefined) do in these assays?
TRPML3 agonist: 0.9; Cl transport mod: 0.207; EBV gp42 block: -5.0; PPC-1+TRAIL kill: 4.2; Furin inh: -38.0; TRPN1 ag: 0.7; TbHK1 inh: 5.6; m-calpain inh: -44.5

What do the screens show for `CC1CCN(c2ccc([N+](=O)[O-])c(SCCO)c2)CC1`?
TRPML3 agonist: -1.0; Cl transport mod: -1.47; EBV gp42 block: -22.9; PPC-1+TRAIL kill: 1.0; Furin inh: -6.3; TRPN1 ag: -2.9; thrombin 1536: -10.2; TbHK1 inh: -7.8; m-calpain inh: 11.5

Results for CCOC(=O)c1c(C)n(CC(O)CN(C)C)c2cc(Br)c(OC)cc12 (centres undefined) ?
TRPML3 agonist: 0.7; Cl transport mod: 0.0829; EBV gp42 block: 3.8; PPC-1+TRAIL kill: -16.2; Furin inh: -13.2; TRPN1 ag: -1.5; thrombin 1536: -2.1; TbHK1 inh: 7.4; m-calpain inh: -25.5

What do the screens show for `Cc1ccc(C(=O)NC(=S)NCC2CCCO2)cc1` (centres undefined)?
TRPML3 agonist: -0.3; Cl transport mod: 1.62; EBV gp42 block: -2.6; PPC-1+TRAIL kill: 8.3; Furin inh: -11.5[20 µM]; TRPN1 ag: 0.4; thrombin 1536: -0.6; TbHK1 inh: -3.3; m-calpain inh: 26.9

What do the screens show for `CCCCNc1cc(=O)n(C)c(=O)n1C`?
TRPML3 agonist: 0.2; Cl transport mod: 0.774; EBV gp42 block: 2.1; PPC-1+TRAIL kill: 13.7; Furin inh: -10.9; TRPN1 ag: 0.0; thrombin 1536: -7.8; TbHK1 inh: 0.6; m-calpain inh: -19.5

What do the screens show for `CC(=O)NC1=C(C#N)C(c2ccccc2)c2c(ccc3ccccc23)O1` (centres undefined)?
TRPML3 agonist: -0.4; Cl transport mod: -1.27; EBV gp42 block: -18.6; PPC-1+TRAIL kill: 21.6; Furin inh: -6.5[20 µM]; TRPN1 ag: -0.1; thrombin 1536: -0.2; TbHK1 inh: -9.1; m-calpain inh: -20.9

Results for O=C(NNC(=O)c1cc(-c2ccc(Cl)cc2Cl)nc2ccccc12)Nc1ccccc1 ?
TRPML3 agonist: 0.8; Cl transport mod: 0.178; EBV gp42 block: -2.4; PPC-1+TRAIL kill: -15.8; Furin inh: -24.0[20 µM]; TRPN1 ag: 0.5; thrombin 1536: 2.2; TbHK1 inh: 13.8; m-calpain inh: -60.2

How did Cc1cccc(OCCCC(=O)Nc2ccc(S(=O)(=O)Nc3onc(C)c3C)cc2)c1 do in these assays?
TRPML3 agonist: -0.6; Cl transport mod: -0.00274; EBV gp42 block: -21.0; PPC-1+TRAIL kill: -11.1; Furin inh: -23.7; TRPN1 ag: 0.7; thrombin 1536: 3.6; TbHK1 inh: 4.9; m-calpain inh: -25.2
